HttQ103 aggreg – qHTS Multiplex Assay to Identify Dual Action Probes in a Cell Model of Huntington: Aggregate Formation (GFP); actives 1.1% (n = 220,000); Potency, µM (titrated, usually from 46.1 µM), inactives show top-dose activity change, negative = inhibition, usual class: inhibitors; PC12 HttQ103-GFP aggregates, Acumen cytometry, 40 h; AID 1688, 2009; also: % is scaled to controls: 0 for no effect and ±100 for the full control effect; nearly all actives have a fitted effect of over 60% in size
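Quantitative HTS on tebufenozide-induced (100 nM) PC12 cells stably expressing polyQ103 Huntingtin exon 1–GFP. Reduction of bright GFP aggregates, detected by laser scanning cytometry after lysis, identified actives across the titration.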
GAA inh – qHTS Assay for Inhibitors of Human alpha-Glucosidase as a Potential Chaperone Treatment of Pompe Disease; purified human GAA, 4-MU-alpha-glucoside fluorescence; Potency, µM (doses to about 76.9 µM), for inactives: top-dose activity change, negative = inhibition, usual class: inhibitors; actives 0.005% (n = 200,000); AID 1466, 2008;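 also: plate controls were uninhibited enzyme wells for no effect and no-enzyme background for full effect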
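Fluorescence at Ex 365/Em 440 nm from 4-methylumbelliferone reported enzyme activity after 20 min at room temperature. Reactions used 4 nM enzyme and 400 uM substrate at pH 5.0; curves fitted with the Hill equation.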
aGlu spleen mod – qHTS Assay for Inhibitors and Activators of Human alpha-Glucosidase From Spleen Homogenate | Lysosomal alpha-glucosidase (Homo sapiens), P10253 | human spleen homogenate, 4-MU-alpha-glucoside fluorescence | Potency, µM (top dose mostly 79.9 µM), inactives show top-dose activity change, negative = inhibition, hits mostly inhibitors | actives 0.006% (n = 240,000) | AID 2112, 2009;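 also: 0% = enzyme with vehicle and -100% = no enzyme basal signal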
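Human spleen homogenate (1 ug) incubated with compounds and 1 mM 4-methylumbelliferyl-alpha-D-glucopyranoside in pH 5.0 citrate/phosphate buffer, 37 C, 40 min. Stopped at pH 10; 4-MU fluorescence (Ex 365/Em 440 nm); AC50 by Hill fit.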
HTT ATP protect – qHTS Multiplex Assay to Identify Dual Action Probes in a Cell Model of Huntington: Cytoprotection (ATP). PC12 HTT-Q103 induced, cytoprotection, ATP luminescence, 40 h. Potency, µM (highest dose often 56.4 µM), for inactives: cytoprotection (ATP increase), hits mostly activators. actives 0.14% (n = 230,000);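 also: % of control where 0% means no effect; nearly all actives have a fitted effect of over 45% in size; toxic huntingtin expression switched on by the ecdysone agonist tebufenozide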
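Compounds were screened for protection of PC12 cells against cell death after tebufenozide induction (100 nM final) of mutant Huntingtin exon 1 (Q103) fused to GFP.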
IMPase Li cell – qHTS Assay for Identifying the Cell-Membrane Permeable IMPase Inhibitors: Potentiation with Lithium. actives 0.35% (n = 210,000). Potency, µM (top dose mostly 59.4 µM), inactives show at the highest dose activity, negative = IMPase inhibition, usual class: inhibitors. CHO-M1 cells, IP1 TR-FRET (IP-One), carbachol + lithium;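 also: IP1 builds up when IMPase is blocked and the TR-FRET signal falls; plate controls were basal vehicle for no effect and high inhibitor control for full effect; nearly all actives have a fitted effect of over 50% in size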
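Test compounds were applied to CHO-M1 cells previously cultured for 16–30 h at 2000 per well. A small lithium amount accompanied them; after 30 min at 37C, IP1 was quantified by TR-FRET.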
RGS12 GoLoco inh – qHTS Assay for Inhibitors of RGS12 GoLoco Motif Activity (Red Fluorophore); Guanine nucleotide-binding protein G(i) subunit alpha-1 (Homo sapiens), P63096; Gai1:RGS12 GoLoco peptide FP, rhodamine, 10 min; Potency, µM (doses to about 61.6 µM), for inactives: top-dose activity, negative = inhibition, most hits filed as inhibitors; actives 0.44% (n = 230,000); AID 880, 2007; active = well fitted inhibition curve with a large enough effect, not every such curve was filed as active; inactive = no such curve, though single readings can be large or run the other way; also: % is scaled to controls: 0 for no effect and ±100 for the full control effect; nearly all actives have a fitted effect of over 30% in size; many of its hits are not listed in these tables
Target sequence (P63096 whole entry, looked up): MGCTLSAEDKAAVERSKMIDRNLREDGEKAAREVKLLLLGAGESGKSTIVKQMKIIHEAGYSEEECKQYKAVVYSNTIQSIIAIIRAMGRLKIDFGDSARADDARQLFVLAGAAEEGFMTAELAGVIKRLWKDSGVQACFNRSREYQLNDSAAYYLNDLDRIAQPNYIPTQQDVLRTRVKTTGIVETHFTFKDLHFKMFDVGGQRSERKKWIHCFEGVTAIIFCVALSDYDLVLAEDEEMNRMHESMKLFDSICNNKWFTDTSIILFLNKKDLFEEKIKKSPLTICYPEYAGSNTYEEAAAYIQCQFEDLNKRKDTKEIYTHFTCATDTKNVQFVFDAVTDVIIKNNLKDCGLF
GAA glycogen – qHTS Assay for Inhibitors and Activators of Human alpha-Glucosidase Cleavage of Glycogen; Lysosomal alpha-glucosidase (Homo sapiens), P10253; recombinant GAA, glycogen substrate, Amplex Red glucose oxidase fluorescence; Potency, µM (titrated, usually from 76.4 µM), for the others: top-dose activity change, negative = inhibition, actives largely listed as inhibitors; actives 0.38% (n = 300,000); AID 2100, 2009;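 also: 0% = full enzyme reaction and -100% = no-enzyme basal signal; the screen sought inhibitors and activators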
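Recombinant human alpha-glucosidase (4 nM final) hydrolysed bovine liver glycogen (30 ug) for 40 min at 37 C in pH 5.0 citrate/phosphate with 0.01% Tween-20. Released glucose detected by glucose oxidase/Amplex Red, Ex 573/Em 610 nm. Compounds up to 77 uM; AC50 from Hill fits.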
* hit, by the source's call; ? = inconclusive; . = not tested or not shown; [ ] = remark or other dose. Unless noted, calls follow the shape of the dose curve; as a rule, active = well fitted curve in the direction sought with a large enough effect; inconclusive = small, poorly fitted or top-dose-only effect, or another doubt; inactive = no such curve, though single readings can be large; an effect the other way counts as inactive or inconclusive. Potency is read from the fitted curve at half-maximal effect. This is a subset, so the mix of outcomes need not match the whole.

mol,HttQ103 aggreg,GAA inh,aGlu spleen mod,HTT ATP protect,IMPase Li cell,RGS12 GoLoco inh,GAA glycogen
CCn1c(NC)cc(=O)n(C)c1=O,6%,3%,1%,44%[10 µM],-7%,-31%,8%
N#CCCCSc1ncccc1-c1nc2ccccc2[nH]1,2%,7%,1%,-15%[10 µM],7%[38.3 µM],9%,-28%
CN1CCN(S(=O)(=O)c2cccc(S(=O)(=O)c3ccc(Cl)cc3)c2)CC1,?,2%,-1%,-1%,-11%[38.3 µM],-3%,2%
CC(C)(C)OC(=O)N1CCN(C(=O)Cn2cc(CCO)nn2)CC1,-1%[9.22 µM],.,0%,27%[10 µM],0%,2%,1%
CCNc1nc(NC(C)C)nc(SCCOc2ccc(C)cc2)n1,?,1%,-1%,-37%,11%[38.3 µM],-4%,-1%
CC(C(=O)Nc1cccc([N+](=O)[O-])c1)N(c1ccccc1)S(C)(=O)=O (configuration not stated),6%,-2%,-2%,-29%,2%,14%,17%
CCn1c(SCC(=O)c2ccc(F)cc2)nnc1-c1ccoc1C,-6%,-3%,-6%,-6%[10 µM],48%[activator][38.3 µM],-4%,-1%
O=C(/C=C/c1cccs1)N1CCC2(CC1)Oc1ccc(Cl)cc1C(=O)C21CC(c2cccnc2)=NO1 (configuration not stated),-28%[9.22 µM],.,0%,-8%[10 µM],.,14%,-7%
COc1ccc(CC2(CO)CCN(C(C)Cc3ccc(Cl)cc3)CC2)cc1 (configuration not stated),7%[9.22 µM],.,0%,-2%[10 µM],11%,5%,9%
COc1ccccc1NC(=S)NC1CCCCCC1,25%,3%,8%,15%[10 µM],.,.,6%
Cn1c(=O)nc2n(Cc3ccccc3)c3ccccc3cc-2c1=O,-1%,6%,-2%,-22%[10 µM],7%,-46%,3%
Cc1nc(SCC(=O)Nc2ccc3c(c2)OCCO3)c2oc3ccccc3c2n1,5%,3%,-8%,-22%[0.074 µM],3%[38.3 µM],6%,-4%
O=C(CCCCCNC(=O)c1ccccc1)N/N=C/c1ccccc1O,?,?,4%,-22%[10 µM],-6%,4%,8%
Cc1ccc(-c2nc3ccccc3o2)cc1NC(=S)NC(=O)c1cc2ccccc2o1,-3%,10%,-2%,-23%[10 µM],-16%,27%,6%
O=C(COC(=O)/C=C/c1ccc(Cl)cc1Cl)Nc1ccc2c(c1)OCCO2,31%,14%,0%,5%[10 µM],-1%,11%,-3%
CN(Cc1cnccn1)C(=O)CC1C(=O)NCCN1CC(c1ccccc1)c1ccccc1 (configuration not stated),-22%[9.22 µM],.,5%,-3%[10 µM],-2%,-6%,7%
O=S(=O)(O)c1cccc(N=Nc2c(O)ccc3ccccc23)c1,-8%[9.22 µM],.,-2%,8%[10 µM],.,81%[activator],?
O=C(NCCc1ccc(F)cc1)c1ccc([N+](=O)[O-])cc1,6%,-2%,-1%,-86%[inhibitor],-5%,8%,-1%
Cc1cc(C)c(S(C)(=O)=O)c(Oc2cccc(Cl)c2)n1,-1%,-4%,7%,0%[10 µM],49%[activator][38.3 µM],2%,4%
CC(C)CCNC(=O)COc1ccc(N(C)S(=O)(=O)c2ccc(F)cc2)cc1,-21%,-1%,4%,-11%,5%,1%,5%

Compound profiles (already shown):
Listed for CCn1c(SCC(=O)c2ccc(F)cc2)nnc1-c1ccoc1C : HttQ103 aggreg = -6%; GAA inh = -3%; aGlu spleen mod = -6%; HTT ATP protect = -6%[10 µM]; IMPase Li cell = 48%[activator][38.3 µM]; RGS12 GoLoco inh = -4%; GAA glycogen = -1%
Listed for N#CCCCSc1ncccc1-c1nc2ccccc2[nH]1 : HttQ103 aggreg = 2%; GAA inh = 7%; aGlu spleen mod = 1%; HTT ATP protect = -15%[10 µM]; IMPase Li cell = 7%[38.3 µM]; RGS12 GoLoco inh = 9%; GAA glycogen = -28%

Later entries:
mol,HttQ103 aggreg,GAA inh,aGlu spleen mod,HTT ATP protect,IMPase Li cell,RGS12 GoLoco inh,GAA glycogen
O=C(COc1ccc2ccc(=O)oc2c1)N1CCc2ccccc21,13%,?,-10%,-32%[inhibitor],-16%,7%,-3%
Cc1nc(SCC(=O)NC(C)(C)C)c2c(-c3cccs3)csc2n1,-24%,-1%,-5%,18%[10 µM],15%,8%,4%
COc1ccc(CC(=O)N2CCNC2=O)cc1,2%,-7%,0%,-7%,6%[38.3 µM],-1%,4%
O=C1C2CC=CCC2C(=O)N1CNc1ccccc1 (configuration not stated),-11%,2%,1%,-8%[10 µM],-2%,0%,5%
COC(=O)[C@@]1(Cc2ccc(F)cc2)[C@H]2c3cc(C(=O)N4CCCC4)n(Cc4cccc5ccccc45)c3C[C@H]2CN1C(=O)c1ccccc1,.,.,-6%,?,8%,17%,.
CC(=O)N/C(N)=N/c1nc(=O)c2ccccc2s1,-8%[9.22 µM],.,-22%,-1%[10 µM],.,12%,1%
O=C(Cc1n[nH]c(=O)c2ccccc12)Nc1ccc(-c2nnc3n2CCCCC3)cc1,-5%[9.22 µM],2%,2%,2%,23%[38.3 µM],-42%,6%
CN(Cc1nc(-c2ccc(C(F)(F)F)cc2)no1)C1CCOCC1,-2%[9.22 µM],3%,0%,-38%[10 µM],2%,2%,10%
CCCn1nnc(NC(=O)COc2ccc(CC)cc2)n1,12%,2%,1%,7%[10 µM],5%,-1%,1%
CCOC(=O)c1c(C)oc2c1c(CN1CCN(CCO)CC1)c(O)c1ccccc12,17%,-9%,-2%,-26%,-8%,9%,-11%
Cn1cccc1C(=O)N1CCC2(CCCN(Cc3ccccc3)C2)CC1,.,.,-2%,-41%[inhibitor],32%[activator],3%,.
O=C(Oc1coc(CSc2nnc(NC(=O)C3CC3)s2)cc1=O)c1ccccc1,-22%,3%,-8%,-2%[10 µM],-1%,13%,4%
CC(C)NC(=O)CC(=O)N/N=C/c1ccc(F)cc1,-7%,-2%,-8%,5%,-8%[38.3 µM],0%,0%
CCc1nc2c(c(SC)nn2-c2ccccc2)c(N)c1C(=O)OC,-6%,-7%,-4%,-17%,-29%[38.3 µM],0%,3%
CSc1nc2nc(-c3cccc(C(F)(F)F)c3)ccn2n1,0%,-2%,1%,0%[10 µM],-5%,7%,-5%
CC(=O)CSc1nnc(CN2C(=O)CSc3ccc(C(F)(F)F)cc32)n1C,-11%[9.22 µM],-3%,2%,-11%[10 µM],.,0%,-8%
NS(=O)(=O)c1ccc(Nc2ccc3nonc3c2[N+](=O)[O-])cc1,-11%,1%,-1%,-9%,3%,7%,-4%
O=C(O)C1CCCN(S(=O)(=O)c2cccc3cccnc23)C1 (configuration not stated),14%,1%,-11%,-11%[10 µM],7%[38.3 µM],8%,-1%
CCCCNC(=O)c1ccc(-n2c(=S)[nH]c3ccccc3c2=O)cc1,10%[9.22 µM],-2%,2%,17%[10 µM],-10%,11%,?
COc1cc(NS(=O)(=O)c2ccc(NC(=S)NC(=O)c3sc4ccccc4c3Cl)cc2)ncn1,-11%,0%,-4%,6%[10 µM],-17%,1%,-3%

The listing continues.
mol,HttQ103 aggreg,GAA inh,aGlu spleen mod,HTT ATP protect,IMPase Li cell,RGS12 GoLoco inh,GAA glycogen
CCOC(=O)C1=C(CN2CCSCC2)NC(=O)NC1c1ccc2c(c1)OCO2 (configuration not stated),8%,-5%,5%,.,13%,8%,3%
COC(=O)c1ccc(CSc2cc(C)c3cccc(C)c3n2)o1,-5%,3%,?,9%[10 µM],25%,-18%,3%
C#CCOCCOCCOCCNc1nc(N2CCN(C(=O)[C@H]([C@@H](C)CC)n3cc([C@@H](N)Cc4ccc(O)cc4)nn3)CC2)nc(N2CCN(C(=O)[C@H](CCCCN)n3cc([C@@H](N)C(C)CC)nn3)CC2)n1 (some centres not stated),-13%[9.22 µM],.,2%,-12%[10 µM],2%,2%,16%
O=C(CCCCCNC(=O)c1ccccc1)N=Nc1c(O)[nH]c2c(Br)cc(Br)cc12,12%,6%,0%,18%[10 µM],29%,3%,22%
CCCCCC(/C=N/Nc1ccc(S(=O)(=O)N2CCOCC2)cc1[N+](=O)[O-])=C\c1ccccc1,1%,-2%,0%,8%,19%[38.3 µM],1%,-10%
Cc1ccc(C(=O)N/C(=C\c2ccccc2)C(=O)OCc2ccccc2)cc1,-25%,-15%,4%,-11%[10 µM],12%,12%,-9%
O=C(O)c1ccccc1-c1ccc(/C=c2\sc3nc4cc(Br)cnc4n3c2=O)o1,1%,-2%,-7%,-4%,-18%[38.3 µM],14%,-4%
COCCN(C(=O)Cn1nnc2ccccc21)C(C(=O)NC1CCCC1)c1cc(OC)ccc1OC (configuration not stated),-13%,-5%,-11%,-17%[10 µM],12%[38.3 µM],11%,2%
COC(=O)C(NC(C)=O)(Nc1nc2ccc(C)cc2s1)C(F)(F)F (configuration not stated),8%,-3%,-7%,6%[10 µM],3%[38.3 µM],4%,4%
Cc1nccn1CC(=O)N/N=C/c1c[nH]c2ccccc12,1%[9.22 µM],.,-1%,-20%[10 µM],.,12%,0%
CN(C)CCNc1ccc(-c2nn(C)c(=O)c3ccccc23)cc1[N+](=O)[O-],13%[9.22 µM],12%,-13%,0%[10 µM],8%,4%,-7%
Cn1c(N)c(C(=O)CSc2nc3ccccc3c(=O)n2CCCN2CCOCC2)c(=O)n(C)c1=O,?,-4%,10%,-6%[10 µM],23%,-4%,2%
O=C(NC(=S)N1CCCc2ccccc21)c1ccc(Cl)cc1,-3%,-5%,-12%,.,13%,-5%,-14%
Cn1c(=S)n(/N=C/c2ccc3c(c2)OCO3)c2ccccc21,-3%,-7%,0%,-6%,14%[38.3 µM],-7%,-7%
